DENV2 CPE: inhibitors of DENV2 cytopathic effect, primary screen, cell-based, plate reader, single concentration; DENV2-infected cells, cytopathic effect rescue; CPE inhibition, % at 9.99 µM; 350,000 compounds, 1.7% hits; in the data active = CPE inhibition above about 20%, passing the limit was not always enough; inconclusive = no clear call, values can overlap the other calls; tested in BHK-21 cells;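 note: 0% = median of neutral control wells and 100% = median of positive control wells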
Casp6 inh: human caspase-6 inhibitors, primary screen, biochemical, VEID-R110 fluorescence, single point, set 2; P55212; purified caspase-6, Z-VEID-R110 cleavage fluorescence; inhibition, % at 12.5 µM; 350,000 compounds, 0.53% hits;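 active = mean inhibition across replicates at least about 35%, with every replicate also reaching that limit, limit read from the data; inconclusive = only one of the two criteria met; inactive = neither criterion met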;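 note: 0% = median of neutral control wells and 100% = no fluorescence left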
Target sequence (P55212 24-179 limits assumed): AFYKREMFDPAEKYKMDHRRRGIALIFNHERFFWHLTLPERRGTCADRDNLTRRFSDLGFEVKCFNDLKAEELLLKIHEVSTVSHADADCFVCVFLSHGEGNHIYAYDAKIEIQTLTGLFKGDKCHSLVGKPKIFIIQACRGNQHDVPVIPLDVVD
Target sequence (P55212 194-293 limits assumed): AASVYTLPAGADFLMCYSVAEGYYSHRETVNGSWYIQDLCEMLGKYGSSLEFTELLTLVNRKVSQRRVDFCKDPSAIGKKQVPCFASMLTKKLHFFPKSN
F508del corr: F508del CFTR correction, initial screen, CFBE line, single point | CFBE cells, YFP halide quenching; stimulated with forskolin plus potentiator P3; % fluorescence drop versus neutral controls | activity (quench increase), % at 7.58 µM | 350,000 compounds, 0.36% hits | AID 720511, 2013;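 active = mean added fluorescence quench of at least 8% versus neutral control, with both replicates also reaching 8%; inconclusive = only one of the mean or replicate conditions met; inactive = mean below 8% and not both replicates reaching 8%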;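 note: cells transiently co-express mutant CFTR-F508del with the halide-sensitive YFP; corrector assay measuring rescue of mutant channel to the surface after 24 h compound exposure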
RAD54 branch: inhibitors of human RAD54 branch migration, primary screen, biochemical, fluorescence, single point | inhibition, % at 10.4 µM | RAD54 Holliday junction branch migration, FAM/BHQ fluorescence | AID 602329, 2012 | 360,000 compounds, 0.14% hits;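 active = mean normalized replicate activity at least 40 and at least half of replicates scoring 40 or more; inconclusive = only one of the two criteria met; inactive = mean below 40 and under half of replicates reaching 40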;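 note: 0% = median of neutral control wells and 100% = median of positive control wells; inhibitors cause a drop in the FAM fluorescence signal; in these data hits start at about 50%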
INS-1E GSIS act: GLuc luminescence reporter in INS-1E cells, primary screen for activators of glucose-dependent secretion of insulin. 370,000 compounds, 0.61% hits. INS-1E GLuc reporter insulin secretion, 2-3 h. activation, % at 16.6 µM;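 active = lowest replicate activation of at least 40%, so every replicate reaches that level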;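 note: 0% = median of neutral control wells and 100% = median of IBMX positive control wells; some compounds called inactive have numbers as strong as hits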
Xi reactivation: activators of inactive X chromosome reactivation, primary screen, imaging, XiGFP fibroblasts, GFP high-content imaging, set 2; activation, % at 7.58 µM; 360,000 compounds, 0.055% hits; XiGFP mouse fibroblasts, % GFP-positive cells imaging, 3 d; cells co-treated with 5-aza-dC sensitizer; scaled so ellipticine positive control = 100%; AID 743238, 2013;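 active = mean normalized replicate activation at least 10% and every replicate at or above 10%; inconclusive = only one of the two criteria met; inactive = mean below 10% and not all replicates reach 10%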;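 note: 0% = median of on-plate neutral control wells and 100% = ellipticine 6 µM median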
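assay system = SV40-immortalized XiGFP fibroblast cells, line 68-5-11 | buffer or medium = DMEM plus 5-aza-dC sensitizer | doses = single-point pinned compound dosing | times = 3-day compound exposure, then 15 min fixation at room temperature | benchmarks = positive control ellipticine, 6 µM final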
E-sel inducer: E-selectin induction in HUVECs, primary screen, imaging, HUVEC, immunofluorescence imaging, single point | normalized: neutral wells 0, TNF-alpha wells 100 | activation, % at 7.58 µM | 260,000 compounds, 0.37% hits;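 active = mean E-selectin-positive cell signal at least 10% of the positive control, reached in at least 60% of replicates, without over 20% cell loss; inconclusive = no rule given, readout overlaps actives, possibly toxicity-flagged; inactive = the rest, including those meeting only one limit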;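 note: in these data hits start at about 27%; measured in HUVEC primary endothelial cells; signal is the percent of cells scored E-selectin positive by PE staining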
Target sequence (P16581 whole entry, looked up): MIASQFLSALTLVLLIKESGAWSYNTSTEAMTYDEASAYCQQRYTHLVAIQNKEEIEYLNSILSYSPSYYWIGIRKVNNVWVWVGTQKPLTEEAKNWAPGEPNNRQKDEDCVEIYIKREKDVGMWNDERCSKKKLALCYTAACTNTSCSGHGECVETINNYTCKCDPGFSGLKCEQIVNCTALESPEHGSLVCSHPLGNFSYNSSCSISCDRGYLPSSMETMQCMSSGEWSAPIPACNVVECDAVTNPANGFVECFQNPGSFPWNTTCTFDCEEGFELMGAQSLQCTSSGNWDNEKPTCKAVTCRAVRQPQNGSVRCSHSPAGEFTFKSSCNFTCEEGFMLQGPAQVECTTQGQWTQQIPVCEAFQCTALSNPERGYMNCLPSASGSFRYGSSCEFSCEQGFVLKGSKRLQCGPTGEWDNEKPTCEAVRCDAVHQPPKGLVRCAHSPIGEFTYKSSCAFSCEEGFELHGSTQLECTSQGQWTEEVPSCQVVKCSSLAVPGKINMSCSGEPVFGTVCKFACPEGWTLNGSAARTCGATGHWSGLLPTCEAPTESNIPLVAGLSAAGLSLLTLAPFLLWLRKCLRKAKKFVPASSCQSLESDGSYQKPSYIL
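Test system – human umbilical vein endothelial cells (HUVEC), E-selectin induction · Input – 3,000 HUVEC seeded per well · Buffer or medium – EGM-2, gelatin · Compound dosing – single-point compound dose · Detection – immunofluorescence imaging · Measure – percent E-selectin-positive cells · Controls – TNF-alpha high, DMSO low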
RAD52 inh: RAD52 DNA annealing inhibitors, primary screen, biochemical, FRET, single point, set 2. DNA repair protein RAD52 homolog (Homo sapiens), P43351. recombinant RAD52 DNA annealing, FRET fluorescence. inhibition, % at 18.7 µM. 360,000 compounds, 0.46% hits. AID 651710, 2012;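 active = every replicate showing at least 50% inhibition; inconclusive = mean inhibition at least 50% but not in every replicate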
* hit, by the source's call; ? = inconclusive; nt = no result given.

SMILES	DENV2 CPE	Casp6 inh	F508del corr	RAD54 branch	INS-1E GSIS act	Xi reactivation	E-sel inducer	RAD52 inh
COc1ccc(OC)c(N=Nc2c(O)c3ccccc3[nH]c2=O)c1	-3	3	-1.6	2	nt	0.1	0.0	-11
CC(NC(=O)c1cc(Br)ccc1Cl)c1ccccc1 (centres undefined)	19	0	-1.2	5	20	-0.3	nt	-11
CN(C)Cc1cn(CC[C@@H]2CC[C@H](NC(=O)Nc3ccc4c(c3)OCO4)[C@H](CO)O2)nn1	-2	-6	-1.5	5	-1	0.1	-0.3	9
C[C@@H]1CN([C@@H](C)CO)C(=O)c2cc(NC(=O)C3CC3)ccc2O[C@H]1CN(C)S(=O)(=O)c1ccc(F)cc1	2	7	2.4	4	0	0.2	0.7	6
COc1ccc2nc(SCC(=O)Nc3cc(C)on3)c(C#N)cc2c1	-1	1	-2.4	-6	-5	0.1	0.4	-36
Cc1ccc(OCc2ccc(C(=O)NCc3cccnc3)cc2)cc1C	-11	1	1.4	nt	-6	0.3	nt	-9
CCC(=O)N1C[C@@H](O)COC[C@@H]2O[C@@H](CC(=O)N3CCCCC3)CC[C@H]21	8	-1	2.5	-5	-1	0.2	0.0	-2
CCC(=O)N1[C@@H]2c3ccc(-c4ccccc4)c(=O)n3C[C@@H]2[C@@H](CO)[C@@H]1C(=O)N1CCCCC1	11	2	2.2	-3	-1	0.3	0.1	1
Cc1ccc(S(=O)(=O)N2CC[C@H]3[C@@H](CO)N(C)c4ccc(C#Cc5cccnc5)cc4[C@H]32)cc1	-12	nt	1.3	-7	5	-0.1	-0.3	nt
COc1cccc(NC(=O)CN2C(=O)COc3ccc(S(=O)(=O)N4CCC(C)CC4)cc32)c1	3	-1	-1.2	1	-53	0.0	nt	-16
C[C@@H]1CN([C@@H](C)CO)C(=O)Cc2cc(NC(=O)Cn3cnnn3)ccc2O[C@@H]1CN(C)Cc1ccncc1	-4	-1	1.8	0	10	0.1	-2.1	-9
C[C@@H]1CN([C@@H](C)CO)C(=O)c2ccccc2-c2ccccc2CO[C@@H]1CN(C)C(=O)c1cc(Cl)cc(Cl)c1	1	1	2.9	nt	1	0.0	-0.2	15
CC=Cc1ccc2n(c1=O)C[C@@H]1[C@@H](CO)[C@H](C(=O)N3CCc4ccccc4C3)N[C@H]21 (mixture of isomers)	-3	0	nt	4	8	0.4	0.3	-17
O=C(Nc1c(C(=O)N2CCOCC2)cnn1-c1ccccc1)c1ccc(F)cc1	7	0	1.9	-3	nt	0.1	0.0	-17
COCC(=O)Nc1ccc2c(c1)[C@H]1C[C@@H](CC(=O)NCc3ccccn3)O[C@@H](CO)[C@H]1O2	-2	1	-6.2	0	-1	0.0	-0.6	3
CCN1CCN(CCc2nc3cc(NC(=O)COc4ccccc4)ccc3n2C)CC1	4	-70	2.7	14	-4	0.0	nt	26
C[C@@H]1CN([C@H](C)CO)C(=O)c2cccc(NS(=O)(=O)c3cn(C)cn3)c2O[C@@H]1CN(C)Cc1ccc(C(F)(F)F)cc1	-9	-5	1.6	7	30	0.0	-7.2	7
COc1ccccc1/C=C(\NC(=O)c1ccc(OC)c(OC)c1)C(=O)Nc1cc([N+](=O)[O-])ccc1C	-8	0	-0.1	nt	-9	0.0	-0.3	-14
CC1CCN(S(=O)(=O)c2ccc3c(ccn3CCC(=O)N3CCCCC3)c2)CC1	-1	2	-0.5	3	-6	0.1	nt	-18
O=C(C[C@@H]1CC[C@@H]2[C@H](COC[C@H](O)CN2C(=O)Nc2ccc(F)cc2)O1)NC1CCC1	-4	11	-3.5	-3	7	0.3	-0.1	-15
CC(C)(C)c1ccc(OCCCC(=O)Nc2nnc(C3CC3)s2)cc1	-4	-2	-2.3	6	8	0.1	0.0	3
CC(Oc1ccc(C(=O)c2ccc(F)cc2)cc1)C(=O)N1CCOCC1 (centres undefined)	1	-82	-5.4	-1	-4	0.0	-0.9	14
C[C@@H]1CCCCO[C@H](CN(C)Cc2ccc(Cl)c(Cl)c2)[C@@H](C)CN([C@H](C)CO)C(=O)c2cc(NS(=O)(=O)c3ccccc3)ccc2O1	32*	-3	4.3	-1	-7	-0.2	0.3	-8
CCC(=O)N1CCN(CCN=CC2=C(O)CC(c3ccc(OC)cc3)CC2=O)CC1 (centres undefined)	13	-1	nt	4	5	0.3	-0.2	-5
Cn1cc(C(=O)NCc2cccs2)c(=O)c2cc(S(=O)(=O)N3CCCC3)ccc21	nt	0	4.8	5	18	-0.1	nt	-18
Cc1ccc(OCc2nnc(SCC(=O)Nc3ncc(C)s3)o2)cc1	0	0	-2.6	nt	3	0.1	5.3	-7
COc1ccc(C2CC(c3cccs3)=NN2c2nc(C)c(C(C)=O)s2)cc1OC (centres undefined)	6	9	-4.2	5	-3	0.9	nt	-34
C/C(=N\Nc1ccccc1C)c1cccnc1	3	-6	2.4	7	-12	0.1	nt	-2
CC[C@]12c3[nH]c4cc(-c5ccco5)ccc4c3CCN1C(=O)[C@@H](CC(=O)NCCC1=CCCCC1)C[C@@H]2C(=O)N1CCN(C(=O)C2CC2)CC1	8	-5	-0.1	-1	13	0.5	1.2	-67
Cc1noc(C)c1S(=O)(=O)Nc1cccc2c1O[C@H](CN(C)Cc1ccc(Cl)c(Cl)c1)[C@H](C)CN([C@@H](C)CO)C2=O	-2	3	-1.1	-4	-1	0.0	-5.2	-32
COCC(=O)N1C[C@@H]2[C@H](c3ccccc31)[C@H](CO)N2C(=O)c1ccccc1F	-1	1	-2.4	1	9	0.0	0.0	-2
CSCCC(NC(=O)c1ccoc1C)C(=O)O (centres undefined)	nt	-2	nt	-11	1	nt	nt	-13
C[C@@H]1CN([C@@H](C)CO)C(=O)c2cc(C3=CCCCC3)cnc2O[C@@H]1CN(C)C(=O)C1CCOCC1	-4	1	-0.3	0	19	0.2	0.2	2
COc1ccc(-c2nn(CCC#N)cc2/C=N/O)cc1OC	7	0	1.8	nt	28	0.0	0.2	-5
CCNS(=O)(=O)c1ccc(CCC(=O)NCc2ccc(C)cc2)cc1	0	0	-3.2	-5	-1	0.0	7.3	-14
CCOC(=O)[C@]12CCCC=C1N(CCC1=CCCCC1)C(=O)[C@H](CC(=O)NCc1cccc3ccccc13)C2	22*	-2	0.6	nt	-29	-0.2	-0.3	-10
O=C(CCNC(=O)c1ccc(Cl)cc1)Nc1ncccc1O	14	4	0.0	8	1	0.1	0.9	-22
COc1ccc(S(=O)(=O)N2CC[C@@H]3[C@H]2c2cc(C#Cc4cccnc4)ccc2N[C@@H]3CO)cc1	-8	0	0.5	-1	13	-0.1	0.5	-18
Cc1cccc(-c2ccc([C@@H]3[C@H](CO)N4CCCCN(C(=O)NC(C)C)C[C@@H]34)cc2)c1	-19	4	2.4	-6	-6	0.1	0.6	16
CC1CCCCN1C(=O)COC(=O)C1CCN(S(=O)(=O)c2ccc3c(c2)OCCO3)CC1 (centres undefined)	2	2	0.2	nt	10	0.2	-0.2	-5
O=C(NC1CCCc2ccccc21)c1ccccc1Br (centres undefined)	-2	-1	0.8	0	14	nt	nt	-1
CCOc1ccc(NC(=O)C(C)Sc2nccn2C)cc1 (centres undefined)	-5	-2	-1.1	-2	-2	0.3	0.0	4
CO[C@@H]1CN(C)C(=O)c2cc(NC(C)=O)ccc2OC[C@@H](C)N(Cc2cccnc2)C[C@@H]1C	nt	nt	5.7	8	-1	0.2	-0.1	nt
C=CCN1C(=O)CN=C1Nc1ccc(F)cc1	-5	1	1.6	1	1	0.0	nt	10
O=C(C[C@H]1CC[C@H](NC(=O)c2cccnc2)[C@@H](CO)O1)NCc1ccc(Cl)c(Cl)c1	-3	-1	1.2	-2	-3	0.3	0.3	-6
CCNC(=O)[C@H]1[C@H](CO)[C@H]2Cn3c(ccc(/C=C/c4ccccc4)c3=O)[C@@H]1N2C(=O)C1CCCC1	5	0	-1.3	nt	-6	0.3	0.1	-6
CC1(C)CC(=O)c2sc(NC(=O)CCS(=O)(=O)c3ccccc3)nc2C1	2	-1	-3.6	-1	-18	0.2	nt	-11
O=S(=O)(c1ccccc1)N1N=C(c2cccs2)CC1c1cccc(O)c1 (centres undefined)	0	4	-6.5	1	0	-0.1	0.3	-51
O=S(=O)(NC1=NCCCCCC1)c1cccs1	3	-1	4.9	3	0	nt	nt	0
Cc1[nH]c2ccccc2c1CC(=O)Nc1ccc(Nc2cccnc2)c(Br)c1	-4	1	3.8	nt	-20	0.4	1.1	-109
NC(=S)N/N=C/C=C/c1ccccc1	-2	0	nt	nt	nt	-0.1	nt	-15
COc1ccc(NC(=O)Nc2cccc3c2O[C@H](CN(C)C(=O)Nc2ccc(F)cc2)[C@@H](C)CN([C@H](C)CO)C3=O)cc1	3	3	-1.2	13	4	-0.2	-2.6	9
CC1CC(C)CN(C(=O)c2ccc(S(=O)(=O)N3CCCC3)cc2)C1 (centres undefined)	-8	-3	0.3	-6	-7	0.0	0.1	-1
CC(C)c1ccccc1NC(=O)C1C2C=CC(C2)C1C(=O)O (centres undefined)	0	7	-0.4	8	1	0.0	nt	-7
Cc1ccc(N(C(=O)c2snc(C(N)=O)c2N)C(C(=O)NC2CCCC2)c2ccco2)cc1 (centres undefined)	3	-1	1.7	-2	11	0.0	1.1	-20
COC(=O)C1CN(C(=O)C(C)Oc2ccc(C)c(C)c2)c2ccccc2O1 (centres undefined)	-4	-3	3.0	-11	-23	0.2	0.1	0
O=C(CCn1c(=S)[nH]c2ccccc2c1=O)NCCc1ccc(Cl)cc1	?	-4	2.5	nt	-2	0.1	nt	-15
CCC(=O)N1CCC2(CC1)CN(C(=O)c1cnccn1)[C@H](CO)c1c2c2ccc(OC)cc2n1C	1	-1	-2.6	nt	2	0.0	-0.4	4
Cc1noc(C)c1S(=O)(=O)N(C)C[C@@H]1OCCCC[C@H](C)Oc2ccc(NC(=O)c3ccccc3)cc2C(=O)N([C@H](C)CO)C[C@H]1C	0	-3	-0.4	-10	-8	-0.1	1.3	-54
COc1ccc(NC(=O)CN(C)C(=O)Cc2n[nH]c(=O)c3ccccc23)cc1	3	-6	-7.2	-2	3	-0.1	nt	-8
CC(=O)c1cccc(N/C=C\c2nnnn2-c2ccc(F)cc2)c1	nt	nt	nt	2	-4	0.1	0.0	nt
Cc1cc(C)nc(N2N=C(C(C)(C)C)CC2=O)n1	4	-1	-0.3	12	-17	nt	nt	-3

Rows are unselected (roughly 3.7% active in at least one column).
